Screens from PubChem BioAssay.
Neddylation inh: inhibitors of cullin neddylation, primary screen, biochemical, TR-FRET, uHTS, NAE and Ubc12 | hit rate 0.58% among 360,000 | AID 651699, 2012 | NEDD8-conjugating enzyme Ubc12 (Homo sapiens) + NEDD8-activating enzyme E1 regulatory … | calls only at 25 µM; in the data active means inhibition above about 36%
DNMT1 inh: human DNMT1 methyltransferase inhibitors, primary screen, biochemical, molecular beacon, fluorescence, HinP1I cleavage, uHTS. hit rate 0.83% among 360,000. DNA (cytosine-5)-methyltransferase 1 (Homo sapiens), P26358. AID 588458, 2011. inhibition (reported as % activation of signal), % at 10 µM; in the data active means inhibition above about 50%
Scp-1 inhibitor: Scp-1 phosphatase inhibitors, primary screen, biochemical, colorimetric, uHTS. Recombinant Scp1, phosphopeptide, malachite green phosphate absorbance. inhibition, % at 20 µM. hit rate 0.88% among 340,000;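 active means inhibition above about 50% at 20 µM, limit read from the data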;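 further: plate controls were DMSO wells with enzyme for no effect and wells lacking enzyme for full effect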
Target sequence (Q9GZU7 76-261 limits assumed): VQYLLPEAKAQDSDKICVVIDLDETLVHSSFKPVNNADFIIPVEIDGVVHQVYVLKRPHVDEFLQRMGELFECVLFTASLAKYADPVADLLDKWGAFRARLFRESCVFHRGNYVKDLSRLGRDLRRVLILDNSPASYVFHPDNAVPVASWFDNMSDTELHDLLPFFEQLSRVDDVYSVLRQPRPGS
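Material: truncated SCP-1 phosphatase (76-261aa) / Buffer or medium: 50 mM Tris acetate pH 5.5, 0.005% Tween-20, 10 mM MgCl2 / Compound dosing: one concentration, 20 µM, with 1.0% DMSO / Incubation: 45 min room-temperature reaction, 5 min colour, 30 min stabiliser / Detection: colorimetric free-phosphate detection, absorbance 630 nm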
LMPTP block: LMPTP phosphatase inhibitors, primary screen, biochemical, fluorescence intensity, uHTS; Low molecular weight phosphotyrosine protein phosphatase (Homo sapiens), P24666; inhibition, % at 20 µM; recombinant LMPTP-A, OMFP fluorogenic substrate; hit rate 0.22% among 360,000;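 active means compounds that cut the enzyme signal by at least half of the control window in the single-dose screen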;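 further: plate controls were DMSO wells with enzyme plus substrate for no effect and substrate without enzyme for full effect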
Target sequence (P24666 whole entry, looked up): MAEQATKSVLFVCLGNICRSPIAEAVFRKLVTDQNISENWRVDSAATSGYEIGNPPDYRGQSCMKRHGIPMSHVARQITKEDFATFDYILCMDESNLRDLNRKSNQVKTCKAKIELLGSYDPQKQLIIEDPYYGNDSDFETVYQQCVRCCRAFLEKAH
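Test system – LMPTP-A enzyme · Amount – LMPTP-A at 0.625 nM final in the reaction · Buffer or medium – Bis-Tris pH 6.0, DTT, detergent · Reagent – OMFP 400 µM · Doses – single 20 µM dose · Schedule – reaction 50 min, room temperature, dark · Detection – fluorescence intensity of OMFP turnover product · Evaluation – percent inhibition versus substrate-only and uninhibited controls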
STEP block: STEP phosphatase inhibitors, primary screen, biochemical, fluorescence intensity, uHTS. Tyrosine-protein phosphatase non-receptor type 5 (Homo sapiens), P54829. recombinant STEP, OMFP fluorogenic substrate. inhibition, % at 20 µM. hit rate 0.25% among 360,000;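 active means inhibition at 20 µM, scaled per plate between control wells, above about 37%, limit read from the data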;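 further: 0% = DMSO with enzyme and substrate and 100% = substrate only without enzyme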
Target sequence (P54829 whole entry, looked up): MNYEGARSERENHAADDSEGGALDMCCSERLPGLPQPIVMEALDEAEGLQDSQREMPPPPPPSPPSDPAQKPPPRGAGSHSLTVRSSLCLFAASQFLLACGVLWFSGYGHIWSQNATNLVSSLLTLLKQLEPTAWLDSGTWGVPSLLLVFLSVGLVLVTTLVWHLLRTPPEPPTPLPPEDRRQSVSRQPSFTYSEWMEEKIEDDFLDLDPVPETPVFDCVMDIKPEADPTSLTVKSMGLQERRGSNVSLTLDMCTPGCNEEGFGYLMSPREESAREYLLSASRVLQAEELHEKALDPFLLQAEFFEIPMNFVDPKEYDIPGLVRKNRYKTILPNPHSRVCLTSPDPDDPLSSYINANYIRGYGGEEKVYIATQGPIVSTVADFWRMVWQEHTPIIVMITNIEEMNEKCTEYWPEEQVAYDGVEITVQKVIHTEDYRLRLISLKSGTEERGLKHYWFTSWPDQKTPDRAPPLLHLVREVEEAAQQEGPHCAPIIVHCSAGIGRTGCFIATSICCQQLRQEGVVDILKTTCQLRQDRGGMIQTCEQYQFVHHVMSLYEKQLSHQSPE
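material = STEP tyrosine phosphatase | reagent = fluorogenic phosphatase substrate OMFP at 25 µM final | doses = single compound dose of 20 µM, 1% DMSO final | schedule = 20 min reaction, room temperature, in the dark | measured by = fluorescence, 480/540 nm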
CSN deneddyl inh: inhibitors of CSN-mediated cullin deneddylation, primary screen, biochemical, fluorescence polarization, uHTS; inhibition, % at 12.5 µM; hit rate 0.38% among 360,000; Purified CSN, SCF-Nedd8-OG deneddylation;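 active means pattern-corrected inhibition above about 35%, with an unprinted fluorescence ratio check between 0.5 and 1.5, limit read from the data, passing the limit was not always enough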;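 further: 0% = enzyme with substrate and 100% = substrate without enzyme; some results filed as inactive read as strong as hits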
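Assay system: purified human Csn5 enzyme expressed in HEK293T cells; measure: % inhibition; also added: SCFSkp2-Nedd8OG substrate at 10 nM final; technique: fluorescence polarization; times: reaction 90 min, room temperature; medium: Tris buffer pH 7.5, NaCl, DTT, Tween-20, trehalose, ovalbumin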
SUMO1 PPI mod: modulators of SUMO1 protein-protein interactions, primary screen, biochemical, uHTS | inhibition, % at 20 µM | hit rate 0.33% among 360,000 | Small ubiquitin-related modifier 1 (Homo sapiens), P63165 | AID 602429, 2012 | SUMO1 binding to a labelled peptide, TR-FRET, 1 h; in the data active means inhibition above about 37%
Target sequence (P63165 whole entry, looked up): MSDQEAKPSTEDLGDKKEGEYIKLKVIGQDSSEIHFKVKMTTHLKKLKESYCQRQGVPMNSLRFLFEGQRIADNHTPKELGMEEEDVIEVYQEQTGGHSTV
NadD inh: inhibitors of S. aureus NadD, primary screen, biochemical, colorimetric, uHTS. Nicotinate-nucleotide adenylyltransferase NadD (Staphylococcus aureus N315). purified NadD enzyme, colorimetric absorbance read-out. inhibition, % at 20 µM. hit rate 0.78% among 360,000. AID 602399, 2012; in the data active means inhibition above about 26%; further: some compounds past the cut are filed as inactive
Rin1-Abl PPI inh: inhibitors of Rin1-Abl protein binding, primary screen, biochemical, TR-FRET | Tyrosine-protein kinase ABL1 (Homo sapiens) + Ras and Rab interactor 1 (Homo sapiens), … | hit rate 0.4% among 360,000 | inhibition, % at 7.35 µM; in the data active means inhibition above about 5%, passing the limit was not always enough
Rpn11 block: Rpn11 (PSMD14) deubiquitinase inhibitors, primary screen, biochemical, fluorescence polarization, uHTS. calls only at 20 µM. human 26S proteasome, Ub4-pepOG fluorescence polarization; 20S core pre-blocked with epoxomicin. hit rate 0.59% among 360,000;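 active means inhibition at 20 µM, scaled to each plate's controls, above about 33%, limit read from the data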
* marks the source's active call; other numbers are inactive results; i = inactive; / = no result given; + = active, no number.

Order of results – Scp-1 inhibitor	CSN deneddyl inh	Rpn11 block	STEP block	NadD inh	SUMO1 PPI mod	Neddylation inh	Rin1-Abl PPI inh	LMPTP block	DNMT1 inh
Cc1ccsc1/C=N/NC(=O)C(O)c1ccccc1 (configuration not stated)
    -5	-4	i	-1	5	-8	i	1	-0.3	-1
CCCNC(=O)N1CCC(c2nc3ccccc3s2)CC1
    -4	5	i	0	1	1	i	-1	-1.2	1
CC(NC(=O)c1ccc(N2CCCC2=O)cc1)c1ccccc1 (configuration not stated)
    -4	3	i	1	-4	1	i	0	0.6	8
CC(C)c1ccc(NC(=O)COc2nnc(-c3cccs3)c(-c3cccs3)n2)cc1
    -13	-2	+	2	17	-16	i	-2	1.6	-9
O=C(O)CCC(=O)N1N=C(c2ccccc2)CC1c1ccc2c(c1)OCO2 (configuration not stated)
    1	-3	i	0	-3	-1	i	-1	-0.9	2
CCC1CCCCN1CCN1C(=O)C2C(C(=O)Nc3ccc(OC)cc3)C3C=CC2(O3)C1C(=O)NC1CCCCC1 (configuration not stated)
    23	-3	i	-1	-4	-1	i	5	-1.6	0
Cc1ccc(-c2nnc(-c3ccncc3)n2-c2ccc(C)cc2)cc1
    0	6	i	1	0	-17	i	-1	1.8	-14
COc1ccc(CNC(=O)c2c(O)c3cc(OC)c(OC)cc3[nH]c2=O)cc1OC
    -7	-1	i	2	-6	-2	i	1	0.1	41
O=C(c1ccc2c(=O)n(CC3CCCO3)c(=S)[nH]c2c1)N1CCN(c2ccccc2)CC1 (configuration not stated)
    -3	3	i	-1	4	-1	i	0	-0.3	-2
CC1(C)CC(=O)C(C2c3ccccc3Oc3ccccc32)C(=O)C1
    -4	3	i	1	3	3	i	-1	-0.9	2
Cc1sc(NC(=O)C2C3CCC(C3)C2C(=O)O)c(C(N)=O)c1-c1ccc(C(C)(C)C)cc1 (configuration not stated)
    -14	3	i	-1	11	2	i	-4	-0.1	5
CCN1CCCC(NC(=O)c2scc3c2CCCC3)C1 (configuration not stated)
    -10	-3	i	2	-5	17	i	2	-1.5	-3
CC(=O)c1ccc(N2CCN(S(=O)(=O)c3ccc4c(c3)NC(=O)CO4)CC2)cc1
    -3	-1	i	0	1	-23	i	-7	6.9	3
CCC(=O)Nc1nc(C)nc(C)c1C(C)=O
    -12	-2	i	-5	0	-5	i	2	-2.3	1
C#CCNC(=O)C1=C[C@@H](C2CCCCC2)[C@H](CCCO)[C@@H](OCC)O1
    0	0	i	-3	-3	-1	i	4	0.6	0
Cc1ccccc1C(=O)N/C(=C/c1ccc(-c2cccnc2Cl)o1)C(=O)NCCCN1CCN(C)CC1
    -5	1	i	-2	-5	-10	i	-3	-4.6	3
COc1ccc(N2CC(C(=O)Nc3ccc(N4CCOCC4)cc3)CC2=O)cc1 (configuration not stated)
    -3	-2	i	3	-2	1	i	0	-0.6	-2
COc1cc(OC)c(C(=O)Nc2ncn[nH]2)cc1OC
    -2	8	i	1	4	2	i	-1	0.3	1
COc1cccc(-n2nnc3c(=O)n(CC(=O)N4CCCCC4)cnc32)c1
    -6	-6	i	-4	-5	0	i	-3	-1.6	1
CC(Oc1cccc(Br)c1)C(=O)NNC(=O)CCNC(=O)c1ccccc1Cl (configuration not stated)
    -5	-2	i	-4	1	4	i	3	-1.6	3

Reprinted from the part before: 4 entries, followed by the next part.
Order of results – Scp-1 inhibitor	CSN deneddyl inh	Rpn11 block	STEP block	NadD inh	SUMO1 PPI mod	Neddylation inh	Rin1-Abl PPI inh	LMPTP block	DNMT1 inh
COc1ccc(N2CC(C(=O)Nc3ccc(N4CCOCC4)cc3)CC2=O)cc1 (configuration not stated)
    -3	-2	i	3	-2	1	i	0	-0.6	-2
COc1cc(OC)c(C(=O)Nc2ncn[nH]2)cc1OC
    -2	8	i	1	4	2	i	-1	0.3	1
COc1cccc(-n2nnc3c(=O)n(CC(=O)N4CCCCC4)cnc32)c1
    -6	-6	i	-4	-5	0	i	-3	-1.6	1
CC(Oc1cccc(Br)c1)C(=O)NNC(=O)CCNC(=O)c1ccccc1Cl (configuration not stated)
    -5	-2	i	-4	1	4	i	3	-1.6	3
CCOc1nc(-c2ccccc2)ncc1Oc1ccccc1
    0	0	i	-1	-3	1	i	2	2.9	11
CC(=O)c1c(C)[nH]c(C(=O)CSc2ncnc3sc(-c4ccccc4)cc23)c1C
    -4	2	i	1	2	-1	i	0	1.2	53*
O=C(NCc1cccs1)c1cnc2sccn2c1=O
    -9	2	i	-1	-3	1	i	1	-1.2	4
CCOc1ccc(NC(=O)CN(c2ccc([N+](=O)[O-])cc2)S(=O)(=O)c2ccccc2)cc1
    -10	-4	i	-4	-6	-15	i	-3	4.3	8
COc1ccc(CCNC(=O)CSc2c[nH]c3ccccc23)cc1OC
    -5	6	i	3	-3	-1	i	-2	-0.3	-3
COc1ccc(NC(=O)c2ccco2)cc1S(=O)(=O)N1CCCCC1
    1	5	i	1	1	-1	i	4	0.0	2
CCn1c(SCC(=O)Nc2sccc2C(N)=O)nnc1C1CC1
    -1	-6	i	0	0	10	i	2	4.3	4
CCOC(=O)CSc1nnc(-c2ccc(Cl)cc2Cl)o1
    -6	0	i	2	-7	-2	i	1	-1.5	1
Cc1cccc(NC(=O)CCN2CCN(C/C=C/c3ccccc3)CC2)c1
    4	-1	i	2	-2	-1	i	1	-0.6	-6
CCNC(=S)/N=C(/Nc1ccccc1)Nc1nc(C)cc(C)n1
    3	2	i	3	-5	5	i	-2	3.0	-2
CCOP(=O)(OCC)C(NC(=O)Nc1ccccc1)c1ccccc1 (configuration not stated)
    -7	0	i	-3	-1	3	i	1	-1.1	-1
CC(C)C(c1nnnn1Cc1ccc(F)cc1)N1CCSCC1 (configuration not stated)
    -5	1	i	-1	2	2	i	1	-0.1	1
COc1ccc(NC(=O)CSc2nc(N)c(C#N)cc2C#N)cc1
    2	11	i	4	-4	20	i	1	-1.1	1
CCCSc1nc(-c2ccccc2)cc(C(F)(F)F)c1C#N
    -9	2	i	-4	16	-2	i	2	1.7	3
CCCN(CC1CC1)C(=S)NC(=O)c1ccc(S(=O)(=O)N2CCOCC2)cc1
    -10	-4	i	4	-3	2	i	2	0.1	4
COc1ccc(C(=O)Nc2ccc3ccccc3c2)c(OC)c1
    -14	3	i	2	-4	-6	i	-1	2.4	-8
COc1ccc(C(=O)NC(C)c2nnc(SCC(=O)Nc3nc4ccccc4s3)n2C)cc1 (configuration not stated)
    -4	-5	i	-3	7	2	i	-1	0.6	-3
CCCc1nc2oc3ccccc3c(=O)c2c(=O)n1-c1ccccc1
    -7	0	i	-1	-3	1	i	0	-1.1	1
CCOC(=O)CNC(=O)CSc1nnc(Cn2cnc3ccccc32)n1C
    -2	-1	i	-4	-6	-3	i	1	-1.0	0
O=C(c1sc2ccccc2c1Cl)N1CCN(c2ccc(F)cc2)CC1
    3	1	i	4	8	-1	i	-2	3.8	-7
CCOc1ccc(OCCOC(=O)CNC(=O)c2ccc(Cl)cc2Cl)cc1
    -9	-3	i	2	-2	7	i	5	0.6	3
Cc1ccccc1Oc1ncccc1C(=O)/C(C#N)=C/N(C)C
    1	-1	i	3	0	2	i	0	-0.9	1
C/C(=N\NC(=S)NC1CCCCC1)c1c(F)cccc1F
    -1	-7	i	4	4	-2	i	6	1.0	-3
CCCn1c(SCc2cc(=O)oc3ccc4ccccc4c23)n[nH]c1=O
    -3	3	i	-1	-2	-21	i	-5	-1.0	-5
O=C(NC1CCCc2ccccc21)c1cccc(S(=O)(=O)N2CCN(c3ccccc3)CC2)c1 (configuration not stated)
    10	2	i	4	20	-6	i	2	1.9	7
COc1ccc(-c2cn(CCO)nc2-c2ccc(OC)cc2)cc1
    -6	-4	i	0	-7	1	i	2	-0.3	-2
N#CC1C(C#N)N2CCCN2C1c1ccc(Cl)cc1 (configuration not stated)
    0	2	i	1	4	-1	i	-4	-1.8	-1
CNS(=O)(=O)c1ccc(N=Cc2c(C)[nH]n(-c3ccc(C)cc3C)c2=O)cc1
    -5	-3	i	-2	-4	-4	i	3	-0.2	-3
CC1(C(=O)Nc2ccc3c(c2)OCCO3)CN(S(C)(=O)=O)CC(=O)N1CCc1c[nH]c2ccccc12 (configuration not stated)
    /	-1	/	/	/	-1	i	/	0.0	/
CC(C)Cn1c(SCC(=O)Nc2ncccn2)nc2ccccc21
    5	-1	i	1	-1	11	i	2	3.0	1
CCCCN1C(=O)c2ccc(C(=O)Nc3c(N)n(CCCC)c(=O)n(C)c3=O)cc2C1=O
    -1	-5	i	0	-3	-20	i	-4	-1.1	0
O=C(CCc1nc(-c2ccccc2F)no1)NC1CCCCCC1
    -7	-1	i	1	3	-2	i	1	-0.4	-1
COc1ccc(NC(=S)NCc2ccco2)c(OC)c1
    1	6	i	0	3	1	i	4	0.1	-10
COc1ccc(S(=O)(=O)Nc2ccccc2C)cc1C(=O)N1CCOCC1
    -2	-6	i	0	-1	0	i	5	0.4	-2
CC1CCC2CCCCC2N1C(=O)c1cc([N+](=O)[O-])cc([N+](=O)[O-])c1 (configuration not stated)
    2	-2	i	0	3	-37	i	1	-0.4	4
COc1cccc(C(C(=O)NC2CCCC2)N(C(=O)c2ccco2)c2ccc(NC(C)=O)cc2)c1OC (configuration not stated)
    -1	4	i	0	-9	-1	i	-2	0.6	-1
O=C(COc1ncnc2ccccc12)Nc1ccccc1[N+](=O)[O-]
    -4	7	i	-1	-3	-15	i	-2	-2.4	-1
COCC1CCN(Cc2c(C(=O)N3CCOCC3)nc3c(C)cccn23)C1 (configuration not stated)
    /	-1	i	-2	-3	3	i	2	-0.8	3
O=C(CCCN1C(=O)c2ccccc2C1=O)N1CCc2ccccc2C1
    -11	3	i	0	7	-5	i	-2	-0.5	-4
